Pol beta inh: qHTS Assay for Inhibitors of DNA Polymerase Beta; 1.3% of 340,000 active; P06746; Potency, µM (highest dose often 114 µM), for the others: at the highest dose activity change, negative = inhibition, most hits filed as inhibitors; Pol beta primer extension/strand displacement, fluorescence kinetic; note: potency is the fitted concentration of half-maximal effect; % is set by controls: 0 for no effect and ±100 for the full control effect
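Curves were derived by four-parameter Hill fits of normalized qHTS data. The kinetic fluorescent primer-extension read was taken at 0 and 10 min after 50 nM substrate, following a 15 min room-temperature preincubation of 10 nM enzyme with compounds.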
Tb PGK inh: qHTS Assay to Find Inhibitors of Phosphoglycerate Kinase; Phosphoglycerate kinase, glycosomal (Trypanosoma brucei brucei), P07378; PGK/GAPDH coupled, Kinase-Glo luminescence, 60 min; Potency, µM (series often up to 57.5 µM), for the others: at the top dose activity change, negative = inhibition, hits mostly inhibitors; 0.043% of 380,000 active; note: potency is the fitted concentration of half-maximal effect; % is set by controls: 0 for no effect and ±100 for the full control effect; nearly all actives have a fitted effect of over 60% in size
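Luminescent ATP detection (Kinase-Glo Plus) follows a 60-minute room-temperature incubation, with wells lacking PGK as controls. Buffer: 100 mM TEA (pH 7.6), 5 mM MgCl2, 0.01% Tween-20. Coupling enzyme GAPDH (100 nM final) supplies unstable 1,3-BPG in-well.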
POLI inh: qHTS for Inhibitors of Polymerase Iota | DNA polymerase iota (Homo sapiens), Q9UNA4 | Pol iota fluorescent replication assay, 10 min | Potency, µM (top dose mostly 115 µM), inactives show top-dose activity, negative = inhibition, usual class: inhibitors | 1% of 390,000 active; note: potency is the fitted concentration of half-maximal effect
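Pol iota at 10 nM preincubated 15 min with compounds at room temperature; reaction started with fluorescent substrate, 50 nM final. Fluorescence read kinetically at 0 and 10 min; buffer-only wells as negative control.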
APE1 inh: qHTS Assay for Inhibitors of the Human Apurinic/apyrimidinic Endonuclease 1 (APE1) | Potency, µM (series often up to 65.8 µM), for inactives: at the highest dose activity change, negative = inhibition, usual class: inhibitors | 0.35% of 350,000 active | recombinant APE1, TAMRA/BHQ-2 abasic DNA cleavage fluorescence;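 note: potency is the fitted concentration of half-maximal effect; plate controls were vehicle for no effect and reference inhibitor for full effect; nearly all actives have a fitted effect of over 55% in size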
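Activity was derived from the fluorescence gain between first and third kinetic reads (60 s intervals, ex 525/em 598 nm) after 50 nM THF-abasic TAMRA/BHQ-2 duplex was added to 0.75 nM APE1 preincubated 15 min with compound.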
BLM inh: qHTS Assay for Inhibitors of Bloom's syndrome helicase (BLM); AID 2528, 2010; 0.2% of 350,000 active; recombinant BLM DNA unwinding, fluorescence dequenching; Potency, µM (highest dose often 56.1 µM), for the others: at the top dose activity change, negative = inhibition, most hits filed as inhibitors;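 note: potency is the fitted concentration of half-maximal effect; plate controls were vehicle for no effect and no enzyme for full effect; nearly all actives have a fitted effect of over 35% in size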
Apoferritin bind: qHTS Assay for Identification of Novel General Anesthetics; Ferritin light chain (Equus caballus), P02791; apoferritin/1-aminoanthracene competitive binding, fluorescence; Potency, µM (top dose mostly 77.5 µM), without a hit: at the top dose activity change, negative = displacement, most hits filed as inhibitors; 0.074% of 350,000 active; AID 485281, 2010; note: potency is the fitted concentration of half-maximal effect; % is set by controls: 0 for no effect and ±100 for the full control effect; nearly all actives have a fitted effect of over 20% in size
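Horse-spleen apoferritin (10 uM) was mixed with 50% saturated 1-aminoanthracene in PBS, exposed to compounds for 10 min at room temperature, and read for fluorescence (ex 380 nm, em 535 nm). Competitive displacement was fitted with a four-parameter Hill equation.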
Pol kappa inh: qHTS for Inhibitors of Polymerase Kappa. Potency, µM (titrated, usually from 107 µM), for inactives: at the highest dose activity, negative = inhibition, hits mostly inhibitors. DNA polymerase kappa (Homo sapiens), Q9UBT6. 0.53% of 400,000 active. purified Pol kappa, fluorescent DNA synthesis assay, 10 min; note: potency is the fitted concentration of half-maximal effect; % is set by controls: 0 for no effect and ±100 for the full control effect
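Enzyme at 10 nM met test compounds for 15 min at room temperature. Substrate addition (50 nM final) began the reaction, which was monitored by fluorescence at 0 and 10 min.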
Pol eta inh: qHTS for Inhibitors of Polymerase Eta. DNA polymerase eta (Homo sapiens), Q9Y253. recombinant Pol eta, fluorescent DNA replication assay. Potency, µM (top dose mostly 114 µM), for inactives: top-dose activity change, negative = inhibition, actives largely listed as inhibitors. 1.2% of 390,000 active. AID 588591, 2011; note: potency is the fitted concentration of half-maximal effect; % is set by controls: 0 for no effect and ±100 for the full control effect
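Pol eta at 10 nM preincubated with compounds 15 min at room temperature; reaction started with fluorescent substrate (50 nM final) and read kinetically at 0 and 10 min.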
RXFP1 antagonist: qHTS Assay for Antagonists of the Relaxin Receptor RXFP1; activity change, negative = inhibition, % at 57.5 µM; 0.59% of 350,000 active; AID 1259400, 2018; HEK293-RXFP1, relaxin-stimulated cAMP HTRF, 30 min; active compounds read low; Relaxin receptor 1 (Homo sapiens), Q9HBX9;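 active = activity change of -60% or lower, but not beyond a set lower limit; inconclusive = change between -60% and -40%, or beyond the set limit; inactive = change above -40%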; note: % is set by controls: 0 for no effect and ±100 for the full control effect
* hit, by the source's call; i = inactive; ? = inconclusive; · = no result given; & = joins results of further samples; [ ] = dose if it differs, or a comment. Unless noted, calls come from the whole dose curve; as a rule, active = well fitted curve in the direction sought with a large enough effect; inconclusive = small, poorly fitted or top-dose-only effect, or another doubt; inactive = no such curve, though single readings can be large; an effect the other way counts as inactive or inconclusive. An excerpt; rates above refer to the full screens.

Values run as follows: Pol beta inh	Tb PGK inh	POLI inh	APE1 inh	BLM inh	Apoferritin bind	Pol kappa inh	Pol eta inh	RXFP1 antagonist
> Cc1cccc(-c2nc3c4ccccc4nc(N4CCN(c5cc(C)ccc5C)CC4)n3n2)c1
  -1%	-8%	11%	·	0%	1%	5%	-11%	1
> CC(=O)CCC(=O)N1CCCC(N2CCN(c3cccc(Cl)c3)CC2)C1 (stereo not drawn)
  -11%	-5%	27%	54%[activator]	-1%	-3%	-5%	-1%	-7
> Cc1ccc(OCCN2CCNCC2)c([N+](=O)[O-])c1
  -1%	-10%	20%	0%	-6%	-4%	0%[60.1 µM]	5%	-7
> CCCc1nnc(NC(=O)c2cccnc2)s1
  5%	4%	-1%	5%	1%	-7%	-2%	-9%	-2
> CCN=c1scc(-c2cccs2)n1/N=C/c1cc(OC)ccc1O
  -9%	-16%	-3%	2%	-5%	54%[activator]	-2%	-14%	-2
> O=C1CCCCC1Oc1ccc2ccc(=O)oc2c1 (stereo not drawn)
  4%	6%	19%	9%	-5%	2%	-1%	-23%	0
> S=c1[nH]nc(C2CCCCC2)n1/N=C/c1ccccc1Br
  -27%	0%	47%[activator]	27%	-13%	-9%	-20%	-14%	-13
> CNC(=O)CSc1nnc(-c2cccs2)o1
  20%	4%	16%	-3%	-1%	0%	-4%	-8%	-17
> COc1ccc2[nH]c3c(c2c1)CCN1C(=O)C(CC(=O)NCCc2ccccn2)C[C@H](C(=O)N2CCOCC2)[C@@]31C (stereo partly drawn)
  ·	-2%	12%	22%	·	·	-3%	-16%	·
> COc1ccc(-c2cn[nH]c2-c2ccc(OCc3ccccc3)cc2O)cc1OC
  -20%	11%	?	5%	0%	?	5%	-20%	-26
> COC(=O)c1ccccc1NC(=O)C1CCN(C(=O)c2cc(OC)cc(OC)c2)CC1
  -14%	2%	13%	-3%	-8%	-3%	-8%	-10%	-7
> O=C(NCc1cccnc1)Nc1cc(Cl)cc(Cl)c1
  44%	8%	12%	1%	-2%	-12%	-4%	-6%	-8
> Cc1[nH]ccc(=O)c1OC1OC(CO)C(O)C(O)C1O (stereo not drawn)
  -23%	0%	9%	-3%	1%	-5%	-11%	-11%	·
> COc1cccc(N2C(=O)C3ON(c4ccccc4)C(c4cccs4)C3C2=O)c1 (stereo not drawn)
  2%	-3%	10%	-5%	1%	-19%	-3%	-6%	·
> CC(=O)c1ccc(OCC(O)CN2CCN(S(=O)(=O)c3cccc(Br)c3)CC2)cc1 (stereo not drawn)
  1%	i	10%	27%	-3%	-14%	12%	-8%	-3
> Cc1cc(-c2onc(C)c2C(=O)N/N=C/c2ccccc2)no1
  1%	-4%	31%	-2%	-2%	5%	1%	-4%	-3
> Cc1ccc(/C=C2\CCCC3=C2NC(=S)NC3c2ccc(C)cc2)cc1 (stereo not drawn)
  36%	-4%	20%	10%	-3%	-13%	-13%	-7%	-12
> CC(C)N1CCc2c(sc(N)c2C#N)C1
  30%	-9%	41%[activator]	10%	-5%	-7%	4%	-10%	-6
> CC(C)(C)c1ccc(CNc2ccc([N+](=O)[O-])cn2)cc1
  0%	i	-12%	1%	-14%	?	-15%	-19%	-22
> CCOc1ccc(NC(=O)c2cc3c(s2)-c2ccccc2OC3)cc1
  -15%	-3%	19%	·	-6%	35%[activator]	-6%	-14%	-12
> CC(C(=O)NCc1ccco1)n1nc(-c2ccccc2)c2cc(Cl)ccc21 (stereo not drawn)
  7%	0%	-8%	1%	-1%	-7%	1%	5%	·
> O=C(CSc1nnc2c(n1)[nH]c1ccccc12)Nc1ccc(N2CCOCC2)cc1
  ?	14%	?	1%	-19%	-3%	-10%	-7%	-2
> Cc1c(NC(=O)CCCCCN2C(=O)c3ccccc3C2=O)c(=O)n(-c2ccccc2)n1C
  20%	-6%	-1%	-2%	-14%	6%	-9%	0%	9
> Cc1nc2sc(C(=O)Nc3ccc(F)cc3)c(N)c2c(-c2ccc(Br)cc2)c1C(=O)Nc1ccc(Cl)cc1
  17%	i	-24%	·	-2%	129%[activator]	9%	2%	-16
> CN(CC(=O)NCc1ccc(F)cc1)Cc1ccc(Br)cc1
  31%	-9%	-11%	30%	-5%	-12%	2%	-12%	-29
> CCCCNC(=O)Cn1ncc2c(C)n(Cc3cccc(Cl)c3)c(C)c2c1=O
  0%	-5%	31%[activator]	·	0%	4%	-15%	-9%	-14
> COc1ccc(S(=O)(=O)N(C)C2CCN(C)CC2)cc1
  -7%	1%	30%[activator]	-8%	2%	-1%	-6%	-4%	-1
> OCCCNc1nc(-c2ccc(Cl)cc2)nc2ccccc12
  -8%	-4%	38%[activator]	9%	4%	-9%	2%	-18%	2
> CC(C)c1cc(C(=O)Nc2cccnc2)no1
  -3%	-15%	-7%[58.9 µM]	0%	2%	-4%	-10%	-13%	-7
> CC(=O)c1ccccc1NC(=O)COc1ccc(N(C)S(=O)(=O)c2ccc(C)c(C)c2)cc1
  ·	7%	-8%	-2%	·	·	-14%	-4%	5

(list continues)
Values run as follows: Pol beta inh	Tb PGK inh	POLI inh	APE1 inh	BLM inh	Apoferritin bind	Pol kappa inh	Pol eta inh	RXFP1 antagonist
> COc1ccc(OC)c(CCNC(=O)C2=C(C)C(=O)OC23CCC(C)CC3)c1 (stereo not drawn)
  43%	·	40%[activator]	·	-3%	-13%	-1%	·	-8
> CCNC(=S)NNC(=O)c1cccc(Br)c1
  53%	6%	8%	-2%	1%	-6%	-4%	3%	29
> COc1ccc2cc(C3=CCCC3(C)C(=O)O)ccc2c1 (stereo not drawn)
  ·	-8%	7%	·	·	·	-12%	-16%	8
> CN(C(=O)CSc1nc2c(c(=O)[nH]1)CCCC2)c1ccccc1
  6%	·	4%	·	-2%	-2%	2%	·	-6
> N#Cc1ccccc1NC(=O)CN1C(=O)NC2(CCCC2)C1=O
  16%	i	-7%	33%	-3%	-10%	1%	-15%	-15
> C/C=C1\COC(C(=O)NCc2ccccc2)(C(F)(F)F)C=C1C=C(C)C (stereo not drawn)
  ·	1%	99%&8%[activator]	-3%	-7%	-8%	-12%&-7%	-9%	·
> CCN(CC)S(=O)(=O)c1ccc(N2CC(C(=O)NC3(C)CCS(=O)(=O)C3)CC2=O)cc1 (stereo not drawn)
  ·	-1%	-8%	10%	·	·	2%	1%	3
> Cc1nn(-c2ccccc2)c(Cl)c1/C=N/NC(N)=O
  10%	i	32%[activator]	7%	-4%	-11%	-10%	0%	5
> CCOC(=O)c1[nH]c2ccc(Cl)cc2c1NC(=O)/C=C/c1ccc2c(c1)OCO2
  -8%	3%	15%	5%	0%	19%	-6%	-25%	-4
> COc1ccc(-c2nc3ccccc3o2)cc1NC(=O)COc1c(C)cc(Cl)cc1Cl
  27%	-5%	-18%	·	-6%	-5%	2%	4%	·
> CN(Cc1cccs1)C(=O)COC(=O)CNC(N)=O
  2%	-8%	15%	-2%	0%	-6%	10%	-14%	-5
> COc1ccc2c(c1)CC(C1(O)C(=O)N(C)c3ccccc31)C2=O (stereo not drawn)
  26%	8%	21%	0%	3%	-19%	4%	-16%	-13
> COc1cc(C2C(C(=O)OC(C)C)=C(C)N=C3SCCC(=O)N32)ccc1OCc1ccccc1 (stereo not drawn)
  1%	0%	5%	·	-10%	-1%	-28%	-14%	1
> CCN1C(=O)C(C(=O)c2ccccc2)SC1=S (stereo not drawn)
  0%	-4%	?	-7%	3%	-19%	-4%	-16%	-4
> Cc1cc(C)cc(NS(=O)(=O)c2ccc(F)cc2)c1
  -22%	-1%	5%	-1%	-2%	?	-3%	-21%	-7
> CCCCC(=O)N1CC2(C)CN(C(=O)CCCC)CC(C)(C1)C2=O
  4%	-2%	20%	1%	-3%	-14%	-15%	-10%	-4
> CCOc1ccc(C(C)=O)cc1N1C(=O)C2C(C1=O)C1C=CC2C12CC2 (stereo not drawn)
  33%	-10%	0%	4%	-2%	-12%	-5%	0%	-6
> CCN(CC)c1ccc(/C=C/C(=O)C2C(=O)C=C(C)OC2=O)cc1 (stereo not drawn)
  ?	4%	?	?	?	-11%	-23%	-11%	-5
> COc1ccc(CCNC(=O)Cc2ccc(OC)c(OC)c2)cc1OC
  -11%	-7%	-13%	1%	1%	-7%	1%	-24%	·
> O=C1c2ccccc2C(=O)N1CCCCN(C(=O)c1cc([N+](=O)[O-])cc([N+](=O)[O-])c1)c1ccc(Cl)cc1
  6%	-1%	141%[activator]	4%	-4%	-14%	-18%	-6%	0
> Cc1ccc(C(=O)N[C@@H](C)CN2C3=NC[C@H](C(C)C)N3C[C@H]2Cc2ccc(O)cc2)cc1Br
  3%	-4%	-28%	-3%	17%	-22%	-16%	-5%	·
> CCc1ccc(NC(=O)Cn2c(=O)c3cc(Cl)ccc3n3nncc23)cc1
  29%	-3%	30%[activator]	·	-8%	-1%	-1%	-3%	·
> Cc1cc2cc3c(=O)[nH]c(=O)[nH]c3nc2cc1C
  22%	·	·	35%[activator]	-3%	1%	·	·	·
> CCOC(=O)c1c(NC(=O)c2ccc(S(=O)(=O)N3CCC(C)CC3)cc2)sc2c1CCN(C(C)C)C2
  -11%	-2%	2%	·	-8%	232%[activator]	-6%[60.1 µM]	-3%	·
> Fc1ccc(Cn2c(-c3cccc(Br)c3)nc3ccccc32)cc1
  1%	-6%	1%	·	-7%	32%[activator]	-6%[60.1 µM]	9%	?

Sorted by the number under Pol eta inh (lowest first): three of the compounds above
canonical_smiles | Pol eta inh
Cc1cc(C)cc(NS(=O)(=O)c2ccc(F)cc2)c1 | -21%
CNC(=O)CSc1nnc(-c2cccs2)o1 | -8%
Cc1nc2sc(C(=O)Nc3ccc(F)cc3)c(N)c2c(-c2ccc(Br)cc2)c1C(=O)Nc1ccc(Cl)cc1 | 2%
